Screening results (PubChem BioAssay)
Cdc42 wt GTP – modulators of GTP binding to wildtype Cdc42, primary screen, biochemical, multiplex bead flow cytometry, Bodipy-GTP | Cell division control protein 42 homolog (Homo sapiens), P60953 | GST-Cdc42 beads; actives lie on both sides | percent activity (GTP binding), % at 10 µM | 190,000 tested, 0.2% active;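 active means percent activity GTP binding at least 20 points away from the 100% baseline, either down as inhibitor or up as activator; inconclusive means compound flagged as likely green fluorescent from well-wide comparison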;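 further: median bead fluorescence of bound Bodipy-FL-GTP at 100 nM; 0% = excess unlabeled GTP control and 100% = no compound control; below 100% means less GTP binding so inhibitor and above means activator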
Target sequence (P60953 whole entry, looked up): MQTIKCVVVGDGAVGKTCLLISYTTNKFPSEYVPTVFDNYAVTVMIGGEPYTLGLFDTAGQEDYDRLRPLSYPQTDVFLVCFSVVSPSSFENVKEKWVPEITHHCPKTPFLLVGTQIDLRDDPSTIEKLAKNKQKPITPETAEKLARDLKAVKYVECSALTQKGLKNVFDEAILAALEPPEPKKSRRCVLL
Rab7 wt modul – modulators of GTP binding to Rab7, primary screen, biochemical, wildtype, multiplex bead flow cytometry; 190,000 tested, 0.055% active; GST-Rab7 beads, fluorescent GTP binding; actives lie on both sides; untreated = 100%, excess cold GTP = 0%; AID 758, 2007; Rab7 GTPase wild type (dog), Bodipy-FL-GTP binding; GTP binding activity (percent of control), % at 10 µM;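 active means fluorescent GTP binding to Rab7 beads changed by at least 20 points from the 100% baseline, either direction, mostly lower; inconclusive means compound itself probably fluorescent, or too few beads counted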;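 further: median green fluorescence of bound Bodipy-FL-GTP per Rab7 bead population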
Rab2A wt mod – modulators of GTP binding to Rab2A wildtype, primary screen, biochemical, dog, bead-based flow cytometry, multiplex | GST-Rab2 wt beads, Bodipy-GTP binding | GTP binding activity, % at 10 µM | 190,000 tested, 0.19% active;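 active means GTP binding activity at least 20 points away from 100%, either lowered or raised; inconclusive means signal likely due to the compound's own green fluorescence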;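 further: 0% = beads with excess unlabeled GTP and 100% = no-compound control corrected for plate trend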
Mcl1-Bid inh – Mcl-1/Bid binding inhibitors, primary screen, biochemical, TR-FRET, 1536-well; Induced myeloid leukemia cell differentiation protein Mcl-1 (Homo sapiens), Q07820; 220,000 tested, 0.97% active; TR-FRET Mcl-1/Bid-Dy647 peptide binding; inhibition, % at 21.7 µM;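 active means compounds that cut the binding signal by more than half at the single screening dose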;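 further: His-tagged Mcl-1 with europium anti-His antibody binding Bid BH3 peptide; 0% = Mcl-1 plus peptide wells and 100% = peptide-only wells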
Target sequence (Q07820 whole entry, looked up): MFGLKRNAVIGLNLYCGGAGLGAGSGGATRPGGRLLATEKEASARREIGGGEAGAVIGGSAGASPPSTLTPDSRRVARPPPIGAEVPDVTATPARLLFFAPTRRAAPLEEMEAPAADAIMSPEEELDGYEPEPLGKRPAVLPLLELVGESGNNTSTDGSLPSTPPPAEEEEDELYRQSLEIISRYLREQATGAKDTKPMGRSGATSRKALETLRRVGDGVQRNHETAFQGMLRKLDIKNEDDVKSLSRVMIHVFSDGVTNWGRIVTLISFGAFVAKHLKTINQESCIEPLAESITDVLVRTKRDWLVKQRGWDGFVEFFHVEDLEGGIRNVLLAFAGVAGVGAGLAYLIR
Avidin fluor – green autofluorescence of compounds with avidin beads – biophysical, 488/530 nm, flow cytometry, artefact control, profiling panel; compound fluorescence 488/530 nm; hits give high values; fluorescence (KMESF) at 10 µM; 220,000 tested, 0.38% active; AID 1775, 2009; in the data active means fluorescence above about 47; further: inactives centre near 10
GSH bead fluor – compound fluorescence on glutathione beads, profiling panel, artefact control, biophysical, 488/530 nm, flow cytometry; GSH beads flow cytometry, compound fluorescence 488/530 nm; hits give high values; fluorescence (KMESF) at 10 µM; 190,000 tested, 0.25% active; AID 1776, 2009; in the data active means fluorescence above about 89;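 further: glutathione beads carrying GST-tagged Bcl family fusion proteins plus one bare bead set; values are compound well signal with DMSO vehicle wells as background; inactives centre near 16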
Rac1 mut GTP – GTP binding modulators of activated mutant Rac1, primary screen, biochemical, bead-based flow cytometry, multiplex, fluorescent GTP | Ras-related C3 botulinum toxin substrate 1 (Homo sapiens), P63000 | GST-Rac1 activated beads; actives lie on both sides; 100% means binding = to untreated wells | percent activity (GTP binding), % at 10 µM | 190,000 tested, 0.11% active;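 active means GTP binding at least 20 percentage points away from the 100% baseline, in either direction, so actives lie on both sides; inconclusive means Compound likely fluorescent itself, or too few beads counted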
Rac1 wt modul – wildtype Rac1 GTP binding modulators, primary screen, biochemical, GST-Rac1 beads, flow cytometry, multiplex | GTP binding activity (% of control), % at 10 µM | 190,000 tested, 0.27% active | fluorescent GTP binding; actives lie on both sides; 0 = cold GTP competed, 100 = untreated | Ras-related C3 botulinum toxin substrate 1 (Homo sapiens), P63000 | AID 757, 2007;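 active means GTP binding activity at least 20 points away from the 100% control level, either lower or higher; inconclusive means compound flagged as likely green fluorescent, judged across all proteins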
Mcl1-Noxa inh – Mcl-1/Noxa binding inhibitors, primary screen, biochemical, TR-FRET, 1536-well; 220,000 tested, 1.5% active; AID 1022, 2008; TR-FRET Mcl-1/Noxa peptide binding, 2 h; Induced myeloid leukemia cell differentiation protein Mcl-1 (Homo sapiens), Q07820; inhibition, % at 21.7 µM;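 active means compounds that cut the protein-peptide binding signal by more than 50% relative to plate controls in a single-dose test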;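 further: His-tagged Mcl-1 with rhodamine Noxa BH3 peptide and terbium anti-His antibody; 0% = Mcl-1 plus Noxa peptide wells and 100% = peptide-only wells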
HRas wt GTP – modulators of GTP binding to HRas wildtype, primary screen, biochemical, bead-based flow cytometry, multiplex; GST-Ras wt beads, Bodipy-FL-GTP binding; actives lie on both sides; 190,000 tested, 0.14% active; GTPase HRas (Homo sapiens), P01112; GTP binding activity, % at 10 µM;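 active means GTP binding activity at least 20% away from the 100% baseline, either lowered as inhibitor or raised as activator; inconclusive means flagged as likely green fluorescent, judged across all proteins in the well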;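 further: 0% = unlabeled GTP competition control and 100% = no-compound control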
Target sequence (P01112 whole entry, looked up): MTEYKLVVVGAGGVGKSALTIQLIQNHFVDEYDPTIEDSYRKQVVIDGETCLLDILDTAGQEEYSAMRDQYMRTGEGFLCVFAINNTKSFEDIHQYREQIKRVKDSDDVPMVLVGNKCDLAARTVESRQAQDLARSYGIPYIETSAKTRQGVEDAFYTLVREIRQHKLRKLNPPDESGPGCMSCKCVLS
Pf gametocyte – late stage P. falciparum gametocyte viability inhibitors, primary screen, ATP luminescence, HTS | inhibition, % at 10.9 µM | P. falciparum stage V gametocytes, 24 h | 150,000 tested, 0.065% active;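 active means inhibition above the mean plus 3 SD of compounds within the control limits, set per campaign, cut at about 38% in these data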;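 further: 0% = DMSO wells and 100% = medium only without gametocytes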
* = called active by the depositor; ? = inconclusive; . = not tested or not shown; [ ] = dose if it differs, or a comment.

SMILES | Cdc42 wt GTP | Rab7 wt modul | Rab2A wt mod | Mcl1-Bid inh | Avidin fluor | GSH bead fluor | Rac1 mut GTP | Rac1 wt modul | Mcl1-Noxa inh | HRas wt GTP | Pf gametocyte
O=C(CSc1nnc2c(n1)[nH]c1ccc(S(=O)(=O)N3CCOCC3)cc12)Nc1ccc(F)c(F)c1 | 90 | 96 | 92 | -5 | 13 | 11 | 93 | 94 | 16 | 91 | -10
COc1ccc(NC(=O)CCNC(C)=O)cc1NS(=O)(=O)c1ccc(F)cc1 | 104 | 102 | 101 | -46 | 10 | 25 | 101 | 109 | 25 | 104 | .
CSCSC1=C(C#N)C(c2ccccc2Cl)C(C(C)=O)=C(C)N1 (stereo not given) | 105 | 98 | 101 | -23 | 12 | 27 | 100 | 106 | 7 | 100 | .
CSCCC(NC(C)=O)C(=O)Oc1ccc2c3c(c(=O)oc2c1)CCCC3 (stereo not given) | 97 | 98 | 101 | 4 | 35 | 23 | 100 | 103 | 28 | 98 | -12
COc1ccc(/C=C/C(=O)NC(CCSC)C(=O)O)cc1 (stereo not given) | 97 | 98 | 98 | -40 | 16 | 14 | 95 | 101 | 8 | 99 | .
CCn1cc(C2N3CC4(C)CN2CC(C)(C3)C4=O)c2ccccc21 (stereo not given) | 96 | 96 | 97 | -21 | 9 | 20 | 98 | 98 | 5 | 95 | .
Cc1ccccc1NC(=O)CCN1CCCC1 | 96 | 103 | 97 | -24 | 15 | 10 | 94 | 96 | -7 | 98 | 16
Cc1cc(NC(=O)c2ccc(Cl)c(S(=O)(=O)N3CCOCC3)c2)no1 | 98 | 98 | 97 | -12 | 10 | 16 | 98 | 99 | 9 | 96 | -34
CCOc1ncccc1C(=O)Nc1ccc(Cl)c(S(=O)(=O)N2CCCC2)c1 | 91 | 96 | 92 | 1 | 12 | 13 | 92 | 93 | 12 | 95 | 11
CC(NC(=O)c1ccco1)C1COc2ccccc2O1 (stereo not given) | 99 | 102 | 100 | -3 | 5 | 41 | 97 | 102 | 8 | 101 | .
Cc1c(CCOC(=O)c2ccc([N+](=O)[O-])cc2)sc[n+]1CC(=O)c1ccccc1 | 105 | 106 | 104 | -5 | 7 | 14 | 95 | 101 | 41 | 98 | 7
COc1ccccc1NC(=S)N(Cc1ccc(C)cc1)Cc1ccccn1 | 97 | 103 | 97 | -15 | 13 | 11 | 97 | 102 | 11 | 99 | 15
CCC(C)/C(C)=N/NC(=O)c1ccc(COc2ccc(Cl)c(C)c2)cc1 (stereo not given) | 102 | 100 | 99 | -3 | 6 | 6 | 102 | 109 | 13 | 100 | 6
CC(C)(C)c1ccc(C(=O)NNC(=O)Cc2cccc3ccccc23)cc1 | 103 | 102 | 100 | 9 | 24 | 14 | 99 | 103 | 9 | 101 | .
O=C(COc1nsnc1N1CCOCC1)N/N=C/c1ccccc1O | 99 | 101 | 95 | -58 | 5 | 23 | 98 | 101 | -6 | 100 | -6
CCOc1ccc(N(CC(=O)O)S(=O)(=O)c2cccnc2)cc1 | 98 | 98 | 100 | 7 | 12 | 26 | 99 | 99 | 14 | 98 | .
O=c1oc2ccccc2c(O)c1C=Nc1cccnc1 | 96 | 94 | 95 | -25 | 12 | 25 | 95 | 96 | 7 | 95 | -11
CC(C)c1nc(-c2ccccn2)no1 | 101 | 104 | 99 | -14 | 13 | 27 | 99 | 106 | -3 | 103 | -3
O=C(c1cc(F)ccc1F)C1CCCN(C(=O)CCCN2CCCCC2=O)C1 (stereo not given) | 100 | 98 | 98 | 6 | 12 | 14 | 99 | 103 | 27 | 100 | 10
CCOc1cccc(CNCCO)c1OCc1ccc(Cl)cc1 | 104 | 101 | 98 | 5 | 13 | 32 | 102 | 106 | 21 | 99 | -20
COCCCNC(=O)c1cccc2c(=O)c(C)c(-c3ccccc3)oc12 | 103 | 101 | 99 | -10 | 20 | 11 | 101 | 106 | -6 | 100 | -20
CC(C)Cn1c(SC(C)C(=O)Nc2ccc3c(c2)OCCO3)nc2ccccc2c1=O (stereo not given) | 102 | 99 | 101 | 2 | 6 | 16 | 99 | 108 | -2 | 101 | .
Cc1ccc(-c2cc(C(F)F)n3ncc(C(=O)N4CCN(c5cccc(C)c5C)CC4)c3n2)cc1 | 93 | 95 | 94 | 9 | 23 | 16 | 95 | 96 | -3 | 96 | 2
CC(C)(C)NC(=O)COC(=O)CCC(=O)c1ccc(Cl)cc1 | 92 | 106 | 97 | -22 | 5 | 23 | 91 | 94 | 13 | 98 | -19
c1ccc2c(c1)CCN(c1ncnc3c1[nH]c1ccccc13)C2 | 96 | 93 | 94 | 0 | 8 | 53 | 96 | 96 | 26 | 96 | .
CCn1cc(/C=N/NS(=O)(=O)c2ccc(OC)cc2)c(C)n1 | 105 | 102 | 101 | -48 | 6 | 14 | 101 | 105 | -3 | 102 | -6
O=C(NC1CCCC1)c1ccc(CS(=O)(=O)c2ccc(Br)cc2)o1 | 93 | 94 | 96 | -9 | 6 | 27 | 95 | 96 | 1 | 95 | .
S=c1nc(-c2ccccc2Cl)n(Cc2cccnc2)c2c1CCCC2 | 103 | 101 | 100 | -72 | 6 | 9 | 100 | 102 | 15 | 101 | .
CCc1nc(C)ccc1OCC(=O)N(CC)CC | 104 | 94 | 99 | 32 | 31 | 21 | 100 | 105 | 11 | 99 | .
c1cncc(-c2noc(-c3cccc4ccccc34)n2)c1 | 105 | 100 | 93 | 6 | 28 | 26 | 101 | 104 | 18 | 98 | .
COc1ccc(-c2cc(-c3c(O)c(OC)c4occc4c3OC)[nH]n2)cc1 | 96 | 101 | 99 | -15 | 8 | 35 | 96 | 98 | 22 | 99 | .
COCCCn1[nH]c2c3c(ccc2c1=O)C(=O)c1ccccc1C3=O | 104 | 101 | 100 | -42 | 34 | 24 | 100 | 107 | 37 | 101 | .
CC(C)(C)CC(=O)NC(=S)NCc1ccco1 | 103 | 108 | 103 | -10 | 15 | 14 | 100 | 125*[activator] | 4 | 103 | -4
CCn1ncc(-c2ccnc3cc(C(=O)O)nn23)c1C | 88 | 99 | 94 | -26 | 9 | 11 | 91 | 90 | 38 | 93 | .
COc1ccccc1OCCCC(=O)Nc1ccc(N2CCOCC2)cc1 | 95 | 91 | 95 | -45 | 6 | 23 | 95 | 97 | 11 | 92 | -15
Cc1ccnc(N2CCC(C(=O)NCc3ccc(F)cc3)CC2)n1 | 94 | 101 | 98 | -49 | 14 | 17 | 93 | 96 | 9 | 99 | 4
CCc1ccccc1NC(=O)N1C2CCCC1CC(NC(=O)C(C)(C)C)C2 (stereo not given) | 102 | 97 | 99 | -23 | 12 | 9 | 102 | 101 | 9 | 101 | .
O=C(CSc1nnc(NC(=O)c2ccco2)s1)NC1CCCC1 | 104 | 102 | 100 | 21 | 39 | 20 | 98 | 107 | -8 | 101 | .
COc1ccccc1CNC(=O)COC(=O)Cc1c(Cl)cccc1Cl | 98 | 96 | 101 | -4 | 12 | 18 | 101 | 103 | 5 | 100 | -13
O=C(Cn1c2c(sc1=O)C1c3ccccc3OCC1CS2)Nc1ccc(Cl)c(Cl)c1 (stereo not given) | 97 | 99 | 97 | -13 | 2 | 6 | 96 | 95 | 16 | 98 | 4
N#Cc1cc2ccccc2nc1SCc1ccccn1 | 100 | 97 | 98 | -14 | 8 | 32 | 99 | 102 | 5 | 100 | .
Oc1cnc2ccccc2c1CN1CCOCC1 | 103 | 103 | 100 | 22 | 33 | 25 | 100 | 105 | -13 | 101 | .
O=C(CNc1cccc2ccccc12)N/N=C/c1cccc(Oc2ccccc2)c1 | 96 | 98 | 100 | -33 | 10 | 13 | 100 | 101 | 14 | 99 | 13
CCN(C(=O)c1cc(Cl)ccc1OC)c1ccccc1C | 101 | 97 | 100 | -11 | 19 | 23 | 101 | 102 | 17 | 101 | .
CCOC(=O)Cc1csc(/C(=N/O)C(N)=O)n1 | 100 | 101 | 102 | -22 | 11 | 33 | 98 | 101 | -2 | 102 | .
COc1ccc(-c2oc3ncn4nc(Cc5ccccc5)nc4c3c2-c2ccc(OC)cc2)cc1 | 106 | 99 | 102 | -15 | 15 | 27 | 99 | 105 | 8 | 104 | -4
CCOc1ccc(OCC)c(NC(=O)C2CCN(c3nn4c(=O)cc(C)nc4s3)CC2)c1 | 99 | 98 | 96 | -37 | 33 | 22 | 96 | 94 | 6 | 97 | .
CC(c1ccon1)N(C)Cc1c(C(=O)N(C)Cc2ccccc2)nc2ccccn12 (stereo not given) | 97 | 95 | 95 | -4 | 7 | 13 | 98 | 102 | -7 | 95 | 0
COc1ccccc1N1CCN(C(=O)Oc2ccccc2)CC1 | 102 | 98 | 99 | -5 | 5 | 11 | 101 | 108 | -1 | 100 | .
Cc1noc(NS(=O)(=O)c2ccc(NC(=O)CSc3nc4c(cc3C#N)CCCCC4)cc2)c1C | 95 | 97 | 93 | -33 | 5 | 41 | 94 | 99 | 14 | 97 | 10
The list continues.
SMILES | Cdc42 wt GTP | Rab7 wt modul | Rab2A wt mod | Mcl1-Bid inh | Avidin fluor | GSH bead fluor | Rac1 mut GTP | Rac1 wt modul | Mcl1-Noxa inh | HRas wt GTP | Pf gametocyte
c1ccc(CCn2nnnc2CN2CCN(C3CCCC3)CC2)cc1 | 96 | 99 | 99 | 31 | 12 | 29 | 98 | 100 | 24 | 96 | 4
C=CCNC(=O)/C(=C\c1ccc(OC)cc1)NC(=O)c1ccc([N+](=O)[O-])cc1 | ? | ? | ? | -15 | 13 | 72 | ? | ? | 8 | ? | 11
CC(=O)c1cccc(NC(=O)C2C3C=CC(C4CC34)C2C(=O)O)c1 (stereo not given) | 100 | 98 | 98 | -21 | 8 | 32 | 100 | 100 | 20 | 98 | .
CN(C)CCNC(=O)/C(=C/c1ccc(-c2cccc([N+](=O)[O-])c2)o1)NC(=O)c1ccccc1 | 102 | 98 | 101 | -22 | 14 | 10 | 102 | 104 | 0 | 102 | .
